HP1b chromo inh = HTS for Inhibitors of HP1-beta Chromodomain Interactions with Methylated Histone Tails; AlphaScreen HP1-beta / biotin-H3K9me3 peptide binding; Chromobox protein homolog 1 (Homo sapiens), P83916; Potency, µM (highest dose often 114 µM), for inactives: top-dose activity change, negative = inhibition, usual class: inhibitors; AID 540317, 2011; 390,000 tested, 0.56% active; also: potency is read from the fitted curve at half-maximal effect; nearly all actives have a fitted effect of over 70% in size; inactives centre near 23
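Compound inhibition of the preformed complex between 50 nM HP1-beta and 50 nM biotinylated H3K9me3 peptide was read by AlphaScreen. Buffer was PBS pH 7.4 with 0.01% Tween-20. Incubations ran 30 min at room temperature, with 10 ug/mL donor/acceptor beads.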
BAZ2B block = qHTS Assay for Inhibitors of BAZ2B; AlphaScreen BAZ2B-H3K14Ac peptide displacement; Potency, µM (highest dose often 114 µM), for inactives: at the top dose activity change, negative = inhibition, usual class: inhibitors; 360,000 tested, 4.4% active; AID 504333, 2011; also: potency is read from the fitted curve at half-maximal effect; % is scaled to controls: 0 for no effect and ±100 for the full control effect; nearly all actives have a fitted effect of over 60% in size
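Complex of BAZ2B and biotin-H3K14Ac (50 nM apiece) forms over 30 min at RT, then faces library compounds up to 110 uM for another 30 min; AlphaScreen beads added, 20 min dark incubation, luminescence read.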
G9a inh = qHTS Assay for Inhibitors of Histone Lysine Methyltransferase G9a; Histone-lysine N-methyltransferase EHMT2 (Homo sapiens), Q96KQ7; G9a H3K9 monomethylation, AlphaScreen, 2 h; Potency, µM (doses to about 102 µM), for inactives: top-dose activity, negative = inhibition, usual class: inhibitors; 350,000 tested, 8.8% active; AID 504332, 2011; also: potency is read from the fitted curve at half-maximal effect; % is scaled to controls: 0 for no effect and ±100 for the full control effect; nearly all actives have a fitted effect of over 75% in size
Target sequence (Q96KQ7 913-1193 limits assumed): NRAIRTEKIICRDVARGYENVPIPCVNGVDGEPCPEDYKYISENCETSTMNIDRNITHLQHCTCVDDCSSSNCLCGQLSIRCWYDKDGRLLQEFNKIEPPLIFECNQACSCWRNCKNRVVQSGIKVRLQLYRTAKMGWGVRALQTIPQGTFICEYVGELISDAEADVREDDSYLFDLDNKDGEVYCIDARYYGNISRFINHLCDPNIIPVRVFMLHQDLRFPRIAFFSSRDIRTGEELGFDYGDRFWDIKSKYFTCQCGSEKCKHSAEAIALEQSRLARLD
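AlphaScreen read-out: biotin-H3K9 peptide (500 nM) methylation by 20 nM enzyme with 20 uM SAM, 2 h at room temperature after 15 min compound preincubation; anti-monomethyl H3K9 antibody plus donor/acceptor beads, 10 min dark.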
ERG Ets-DNA blk = qHTS for Small Molecule Inhibitors of the ERG Ets/DNA interaction. AID 624246, 2012. fluorescence polarization, His-ERG Ets domain / labelled DNA. Transcriptional regulator ERG (Homo sapiens), P11308. 370,000 tested, 0.028% active. Potency, µM (titrated, usually from 76.9 µM), inactives show at the highest dose FP activity, negative = inhibition, most hits filed as inhibitors; active = well fitted inhibition curve with a large enough effect in the polarisation, with a control signal flat; inconclusive = small, poorly fitted or top-dose-only effect, or effect the other way, or a change in a side signal; inactive = no such curve, though single readings can be large or run the other way; the % refers to the polarisation;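 also: polarization taken with two DNA probes labelled with fluorescein and Texas red; potency is read from the fitted curve at half-maximal effect; % of control where 0% means no effect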
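His-tagged ERG Ets domain (1 uM in the protein solution; 300mM KCl, 50mM Tris-HCl, 1mM EDTA, 1mM DTT, pH 7.5) received compound, then a probe mix of 5 nM fluorescein-DNA and 100nM Texas-615-DNA. Fluorescence polarization was read for both dyes.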
PI4K2A block = qHTS for small molecular inhibitors of PI4K2A. Phosphatidylinositol 4-kinase type 2-alpha (Homo sapiens), Q9BTU6. purified PI4K2A, ADP-Glo luminescence, 1 h; stronger effect = lower value. activity change, negative = inhibition, % at 76.9 µM. 420,000 tested, 0.13% active. AID 1346378, 2018; in the data active = activity change below about -50%; inconclusive = mostly about -30% to -49%;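 also: -100% = wells without enzyme as full effect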
Target sequence (Q9BTU6 whole entry, looked up): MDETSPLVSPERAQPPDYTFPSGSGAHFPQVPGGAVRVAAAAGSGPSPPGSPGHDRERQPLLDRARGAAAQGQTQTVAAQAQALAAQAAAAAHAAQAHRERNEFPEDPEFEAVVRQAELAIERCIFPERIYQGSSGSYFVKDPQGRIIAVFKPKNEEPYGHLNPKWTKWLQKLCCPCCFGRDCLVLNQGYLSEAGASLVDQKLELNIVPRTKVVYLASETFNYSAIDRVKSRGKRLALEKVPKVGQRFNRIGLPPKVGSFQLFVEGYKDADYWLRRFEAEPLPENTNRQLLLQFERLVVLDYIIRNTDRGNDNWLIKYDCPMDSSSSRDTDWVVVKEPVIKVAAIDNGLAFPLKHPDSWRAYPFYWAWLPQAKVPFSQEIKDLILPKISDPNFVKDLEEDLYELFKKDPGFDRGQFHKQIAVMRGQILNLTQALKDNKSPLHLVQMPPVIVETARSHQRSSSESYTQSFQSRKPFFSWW
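ADP-Glo luminescence measured ADP generated by PI4K2A enzyme (4 ug/mL before mixing) with 1.2 mM PI substrate (pre-mix) and 300 microM ATP (pre-mix). Tris pH7.5 buffer with MgCl2, Triton X-100; 1 h reaction at ambient temperature.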
GLS inh = qHTS for Inhibitors of Glutaminase (GLS); GLS enzymatic activity, qHTS titration; AID 624170, 2012; Potency, µM (highest dose often 45.5 µM), without a hit: at the top dose activity change, negative = inhibition, usual class: inhibitors; Glutaminase kidney isoform, mitochondrial (Homo sapiens), O94925; 410,000 tested, 0.21% active; also: potency is read from the fitted curve at half-maximal effect; % is scaled to controls: 0 for no effect and ±100 for the full control effect
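hKGA in 45 mM KH2PO4 pH 8.2, 0.02% Tween-20 with pin-transferred compounds; 1 mM L-glutamine (stock) plus glutamate oxidase/HRP/Amplex Red coupling added. Fluorescence read initially and after 30 min at RT.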
RGS4 inh = Inhibitors of Regulator of G Protein Signaling (RGS) 4: qHTS | Regulator of G-protein signaling 4 (Homo sapiens), P49798 | Transcreener GDP fluorescence polarization, RGS4-accelerated GTP hydrolysis | Potency, µM (series often up to 114 µM), for inactives: top-dose activity change, negative = inhibition, usual class: inhibitors | 390,000 tested, 0.039% active; also: potency is read from the fitted curve at half-maximal effect; % is scaled to controls: 0 for no effect and ±100 for the full control effect; nearly all actives have a fitted effect of over 75% in size; some results filed as inactive show a strong effect at the top dose
Target sequence (P49798 whole entry, looked up): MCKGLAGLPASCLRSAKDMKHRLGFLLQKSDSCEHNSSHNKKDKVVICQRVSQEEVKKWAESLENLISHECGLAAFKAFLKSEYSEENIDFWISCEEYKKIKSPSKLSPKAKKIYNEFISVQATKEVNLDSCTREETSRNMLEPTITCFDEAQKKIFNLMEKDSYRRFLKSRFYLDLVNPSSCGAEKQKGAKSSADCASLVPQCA
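MLSMR compounds (23 nl, pin-transferred) preincubated 10 min at room temperature with a 500nM (2x) first reagent, then RGS4 at 900nM (2x) plus Transcreener GDP mix added; fluorescence polarization (620/688 nm) read before and after 90 min at 30 °C.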
ALOX12 inh = Primary qHTS assay for inhibitors of human arachidonate 12S-lipoxygenase (ALOX12): Round 2. Potency, µM (top dose mostly 108 µM), inactives show at the top dose activity change, negative = inhibition, usual class: inhibitors. purified 12hLO, xylenol orange hydroperoxide absorbance. Polyunsaturated fatty acid lipoxygenase ALOX12 (Homo sapiens), P18054. 580,000 tested, 1.1% active; also: potency is read from the fitted curve at half-maximal effect; % is scaled to controls: 0 for no effect and ±100 for the full control effect
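Hydroperoxide product was detected by ferrous iron/xylenol orange as the 573 to 405 nm absorbance ratio. Arachidonic acid at 40 uM (final) was turned over for 30 min at room temperature by 150 nM human 12hLO, pH 7.0 Hepes buffer, after 15 min compound preincubation.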
JMJD2A Tudor inh = qHTS Assay for Inhibitors of JMJD2A-Tudor Domain. AlphaScreen JMJD2A-Tudor / H3K4me3 peptide binding. Potency, µM (top dose mostly 114 µM), without a hit: top-dose activity change, negative = inhibition, hits mostly inhibitors. 390,000 tested, 4.4% active. AID 504339, 2011; also: potency is read from the fitted curve at half-maximal effect; % is scaled to controls: 0 for no effect and ±100 for the full control effect; nearly all actives have a fitted effect of over 50% in size
Starred values were filed as active, the others as inactive; ? = inconclusive; . = not tested or not shown; [ ] = dose if it differs, or a comment. Unless noted, calls follow the shape of the dose curve; as a rule, active = well fitted curve in the direction sought with a large enough effect; inconclusive = small, poorly fitted or top-dose-only effect, or another doubt; inactive = no such curve, though single readings can be large; an effect the other way counts as inactive or inconclusive. The list is partial; count on the stated rates, not on these rows.

SMILES	HP1b chromo inh	BAZ2B block	G9a inh	ERG Ets-DNA blk	PI4K2A block	GLS inh	RGS4 inh	ALOX12 inh	JMJD2A Tudor inh
Cc1ccc2nc(SC(Cc3cc(Cl)ccc3Cl)C(=O)O)[nH]c2c1 (stereo unspecified)	-8%	-4%	5%[59 µM]	1%	1	5%	11%	3%	-5%
Cc1ccc(C(=O)O/N=C(\N)Cc2cccc3ccccc23)cc1	5%	-4%	2%	5%	1	0%	6%	14%	-1%
CCOc1ccc(NC(=O)Nc2ccc3nsnc3c2)cc1	30%	-8%	6%	-8%	0	17%	9%[11.4 µM]	-12%	-10%
CCOC(=O)CNC(=O)c1cc(-c2ccccn2)nc2c(C)c(Cl)ccc12	17%	1%	-1%[59 µM]	-4%	-9	26%	-1%	-15%	-27%
Cc1cccc(NC(=S)NCCCN2CCOCC2)c1	41%[activator]	8%	22%[59 µM]	12%	2	-2%	-31%	12%	-24%
COc1ccc(-n2c(=O)c3c(c4cc(OC)ccc4n3C)n(Cc3cccc(OC)c3)c2=O)cc1	54%[activator]	-2%	2%[59 µM]	3%	-4	-3%	-32%	-4%	20%
CCOC(=O)N1CCN(S(=O)(=O)c2cc(-c3nn4c(C)nnc4c4ccccc34)ccc2C)CC1	6%	-33%	32%[0.501 µM]	-2%	5	-3%	7%	2%	-10%
CN(C)C(=O)CCC(=O)N1CCCC(N2CCN(c3cccc(C(F)(F)F)c3)CC2)C1 (stereo unspecified)	25%	-5%	5%	16%	2	5%	-48%	72%[activator]	-18%
O=C(COc1ccc(-n2cnnn2)cc1)Nc1cccc(Cl)c1Cl	9%	-27%	22%	-2%	-5	-13%	6%	-17%	-18%
CCNc1nnc(CCn2nc(C)c(Br)c2C)s1	8%	-5%	16%	-7%	-2	-17%	-30%	-2%	-14%[11.4 µM]
COc1cccc(-c2nnc(NC(=O)c3ccc(S(=O)(=O)N4CCOCC4)cc3)o2)c1	57%[activator]	?	6%[59 µM]	-4%	-7	-4%	-14%	.	3%
CCOC(=O)C1=C(c2ccccc2)Nc2nc(C)nn2C1c1cccc(OC)c1OC (stereo unspecified)	22%	4%	1%[12.7 µM]	0%	5	17%	8%	-18%	-15%
O=C(N/N=C/C=C/c1ccco1)c1cccc([N+](=O)[O-])c1	36%[activator]	-8%	?	-11%	-23	-8%	-37%	-25%	-17%
Cc1ccccc1NC(=O)C1CCCN1S(=O)(=O)c1ccc2c(c1)n(C)c(=O)c(=O)n2C (stereo unspecified)	22%	5%	23%	11%	2	-12%	3%	-14%	-22%
CN(C)S(=O)(=O)N(CC(=O)Nc1ccc(S(=O)(=O)N2CCCC2)cc1)c1ccccc1	16%	-16%	-7%	-8%	-1	-3%	9%	?	-15%
Cc1cccc(NC(=O)COC(=O)c2cccc(S(=O)(=O)N3CCCCCC3)c2)c1	43%[activator]	-3%	10%[12.7 µM]	-2%	-2	-3%	-5%	2%	-6%
COc1cccc(N(C(=O)Cn2nnc(-c3ccc(C)cc3)n2)C(C(=O)NC(C)(C)C)c2c[nH]c3ccccc23)c1 (stereo unspecified)	-1%	-7%	18%	5%	1	-8%	-8%	-5%	?
CCNS(=O)(=O)c1ccc(Br)c(OC)c1	15%	-3%	4%[59 µM]	3%	-3	0%	7%	-15%	-10%
COc1cc(OC)cc(-n2nnnc2SCC(=O)NCc2cccs2)c1	-1%	?	-29%	-2%	1	0%	-12%	-15%	-23%
O=C(CSc1nccn1Cc1ccc(F)cc1)NCc1ccco1	24%[57 µM]	-6%	2%[59 µM]	9%	-5	1%	-5%	-9%	-9%
Cc1ccc(S(=O)(=O)n2cc(-c3ccccc3)c3ccccc32)cc1	77%[activator]	20%	-3%[0.501 µM]	7%	3	-1%	11%	4%	24%
COc1ccc(NC(=S)NNC(=O)C(C)n2nc(C)c([N+](=O)[O-])c2C)cc1 (stereo unspecified)	1%	7%	?	-8%	3	7%	-1%	27%	-20%
O=C(NNC1=NC2(CCCC2)Cc2ccccc21)c1cccnc1	-4%	-13%	-5%[0.501 µM]	1%	0	0%	2%	388%[activator]	-21%
CCC(=O)N1CCc2cc(Br)cc(S(=O)(=O)CCC(=O)NCCc3cccc(C)c3)c21	6%	0%	-7%[59 µM]	2%	0	-11%	-6%	-14%	-9%
COc1ccccc1C(=O)Nc1ccccc1OCc1cc(=O)n2c(C)csc2n1	35%	-2%	2%[59 µM]	-9%	2	4%	-9%	-23%	-20%
COCCn1c(C)cc(/C=C2/NC(=O)N(Cc3ccc(C)cc3)C2=O)c1C	-12%	-28%	16µM*	3%	0	-30%	3%	111%[activator]	-33%
Cc1noc(C)c1COC(=O)c1cc(S(=O)(=O)N2CCOCC2)ccc1Cl	16%	.	.	7%	2	1%	22%	1%	-1%
COCCNC(=O)Cn1ncc2c(C)n(Cc3ccc(C)cc3)c(C)c2c1=O	-2%	-10%	1%[59 µM]	0%	-2	-5%	-21%	1%	-25%
O=S(=O)(c1cccs1)N1CCN(S(=O)(=O)c2cccs2)CC1	41%[activator]	-14%	35%	10%	0	-5%	11%	-9%	-4%
COc1ccc(CCNC(=O)CN2CCN(S(=O)(=O)c3ccc(Cl)cc3)CC2)cc1OC	13%	4%	-25%	-3%	7	-11%	-17%	0%[57.4 µM]	-15%
CCOC(=O)C(=CNc1nc2ccc(C(=O)OCC)cc2s1)C(=O)OCC	50%[activator]	-10%	-1%[12.7 µM]	-4%	-4	0%	-11%	0%	-19%
CC(=O)N1CCCc2cc(S(=O)(=O)N3CCC(C(=O)NCc4ccc(N(C)C)cc4)CC3)ccc21	8%[57 µM]	-8%	?	2%	0	35%[activator]	-11%	15%	?
CCN(CC)CC(C)(C)C(=O)/C=C/c1ccc(/C=C/C(=O)C(C)(C)CN(CC)CC)cc1	-14%	.	.	.	14	4%	-34%	-19%	-13%
Nc1c(C(=O)CSc2nnc(Cc3ccccc3)o2)c(=O)[nH]c(=O)n1C1CC1	16%	-1%	3%[12.7 µM]	11%	1	-7%	17%	-24%	-17%
O=C(COC(=O)C1CC(=O)N(Cc2ccco2)C1)Nc1ccc(F)cc1F (stereo unspecified)	32%[activator]	.	.	-3%	5	-7%	0%	-4%	2%
O=C(C1CCC1)N1CCc2cc(S(=O)(=O)NCCc3ccccc3)ccc21	27%	.	-38%[59 µM]	1%	-3	10%	25%	-12%	-15%
O=C(CN1C(=O)NC2(CCOc3ccccc32)C1=O)NCc1ccccc1 (stereo unspecified)	31%	.	.	3%	-3	-3%	24%	-8%	-3%
S=c1[nH]nc(-c2ccco2)n1-c1ccccc1Cl	14%	-21%	?	-1%	2	-17%	-14%	?	5µM*
Nc1ccc(OCc2ccccc2)cc1[N+](=O)[O-]	?	.	.	11%	-6	5%	10%	-12%	40µM*
O=C(C1CCC(CNS(=O)(=O)c2cccc3cccnc23)CC1)N1CCc2ccccc21 (stereo unspecified)	14%	-14%	-43%	7%	-4	-3%	-3%	-3%	-26%
Cc1ccc(CNC(=O)c2ccc(S(=O)(=O)N3CCCCC3)cc2)cc1	22%	5%	-6%	5%	-6	4%	-33%	-14%	-21%
COc1ccc(NC(=O)C2CC(=O)N=C(N)S2)cc1 (stereo unspecified)	32%	-13%	-33%	-3%	2	-11%	-23%	0%	2%
CCOc1ccc(S(=O)(=O)N(CC(=O)NCC(F)(F)F)Cc2ccco2)cc1	33%	-2%	19%[59 µM]	-18%	1	-9%	-13%	13%	1%
COC(=O)c1sc2ccccc2c1N	-1%	13%	?	-3%	-2	4%	-32%	35µM*	-28%
CC(C(=O)N1CCOCC1)n1cc([N+](=O)[O-])cn1 (stereo unspecified)	17%	1%	-18%[12.7 µM]	6%	-4	-8%	-18%	2%	2%
O=C(O)CCC(=O)Nc1cccc(C(=O)c2ccccc2)c1	16%[57 µM]	-4%	-3%	15%	1	-3%	-3%	-4%	2%
Cc1ccc2nc3c(cc(C(=O)NC4CCCC4)c(=N)n3C(C)C)c(=O)n2c1	22%	4%	-19%[59 µM]	0%	-4	2%	-10%	?	-5%
CCN(CC)c1ccc(/C=C/C(=O)C2C(=O)C=C(C)OC2=O)cc1 (stereo unspecified)	23%	-29%	?	135%[activator]	3	32%[activator]	-41%	4%	-6%

Source: PubChem BioAssay
